Compound activity deposited in PubChem by The Scripps Research Institute Molecular Screening Center.
hcDAF-12 act: activators of H. contortus DAF-12 nuclear receptor; activation, % at 6.8 µM; HEK293 hcDAF-12 lit1-tk-luc reporter, luminescence; 0% DMSO, 100% Δ7-dafachronic acid; actives 1.4% (n = 370,000); AID 652067;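 active = activation above the mean of all tested compounds plus 3 SD, cut at about 5.5% in these data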;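 also: 100% = response to 3 µM Δ7-dafachronic acid high control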
sPLA2-III inh: Inhibits HGIII-sPLA2 liposome hydrolysis, primary screen | QFRET BODIPY PC-A2 liposome hydrolysis, fluorescence | inhibition, % at 12.2 µM | actives 0.56% (n = 370,000);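 active = inhibition above mean plus 3 SD of compounds lying within the high and low control bounds, cut at about 19% in these data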;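 also: 0% = median of test compound wells and 100% = no enzyme DMSO wells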
DAX1 inh-1: inhibitors of DAX1 repression of SF-1 activated StAR promoter; HEK293T StAR-luciferase reporter, SF-1/DAX-1 repression relief; inhibition, % at 6.8 µM; actives 1.1% (n = 370,000); AID 652010;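 active = inhibition above the mean over all tested compounds plus 3 SD, cut at about 3.6% in these data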;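 also: 0% = DAX-1 cells with DMSO and 100% = cells lacking DAX-1 with DMSO; higher inhibition means more luminescence from relief of DAX-1 repression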
PLCb3 inh: inhibitors of human phospholipase C beta3 | actives 0.18% (n = 370,000) | inhibition, % at 12.2 µM | Q01970 | Purified PLC-beta3, fluorogenic substrate, fluorescence; in the data active = inhibition above about 11%;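 also: 0% = median of compound wells on plate and 100% = full blocker control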
Target sequence (Q01970 whole entry, looked up): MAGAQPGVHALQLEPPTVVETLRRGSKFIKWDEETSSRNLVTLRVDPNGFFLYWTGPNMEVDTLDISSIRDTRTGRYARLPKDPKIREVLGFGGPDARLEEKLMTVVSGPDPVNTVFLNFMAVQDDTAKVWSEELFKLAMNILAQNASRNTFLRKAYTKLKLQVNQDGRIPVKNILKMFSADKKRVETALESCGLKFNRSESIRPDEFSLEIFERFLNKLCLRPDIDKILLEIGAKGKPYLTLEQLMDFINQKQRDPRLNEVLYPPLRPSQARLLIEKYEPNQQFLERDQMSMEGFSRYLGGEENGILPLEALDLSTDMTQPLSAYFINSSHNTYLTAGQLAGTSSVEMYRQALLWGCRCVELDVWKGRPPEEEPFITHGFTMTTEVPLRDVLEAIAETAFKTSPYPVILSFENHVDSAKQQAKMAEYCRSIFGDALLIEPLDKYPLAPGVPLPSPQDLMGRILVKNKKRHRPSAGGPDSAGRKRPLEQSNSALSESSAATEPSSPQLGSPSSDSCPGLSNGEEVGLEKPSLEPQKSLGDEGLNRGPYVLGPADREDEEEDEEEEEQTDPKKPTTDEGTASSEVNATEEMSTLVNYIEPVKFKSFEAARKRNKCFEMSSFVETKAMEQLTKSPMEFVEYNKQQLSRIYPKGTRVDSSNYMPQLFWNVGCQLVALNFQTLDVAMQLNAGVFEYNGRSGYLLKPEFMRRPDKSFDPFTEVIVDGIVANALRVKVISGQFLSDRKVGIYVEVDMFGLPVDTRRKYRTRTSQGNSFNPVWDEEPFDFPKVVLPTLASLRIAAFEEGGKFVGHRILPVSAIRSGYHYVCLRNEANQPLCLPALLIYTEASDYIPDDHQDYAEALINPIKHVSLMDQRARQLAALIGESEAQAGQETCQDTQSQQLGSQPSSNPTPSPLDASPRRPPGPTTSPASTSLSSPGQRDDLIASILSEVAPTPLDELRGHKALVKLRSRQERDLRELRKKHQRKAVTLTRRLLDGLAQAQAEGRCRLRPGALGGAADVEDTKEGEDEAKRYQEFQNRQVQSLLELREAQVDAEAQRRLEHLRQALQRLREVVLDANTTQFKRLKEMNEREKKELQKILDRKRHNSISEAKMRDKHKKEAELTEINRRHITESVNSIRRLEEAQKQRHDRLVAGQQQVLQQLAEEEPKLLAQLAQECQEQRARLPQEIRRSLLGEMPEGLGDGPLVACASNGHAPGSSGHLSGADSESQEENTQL
ADAM17 inh: inhibits human ADAM17; P78536; recombinant ADAM17, EDANS/DABCYL FRET peptide cleavage; inhibition, % at 6.95 µM; actives 0.83% (n = 370,000); AID 720648;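 active = inhibition above the mean of compounds lying between control limits plus 3 SD, set per campaign, cut at about 8.5% in these data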;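 also: 0% = DMSO-only wells as the low control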
DAX1 inh-2: inhibits human nuclear receptor DAX1; actives 0.99% (n = 340,000); AID 504766; HEK293 Gal4-DAX1 luciferase reporter, luminescence; P51843; inhibition, % at 6.75 µM;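 active = inhibition above the mean over all tested compounds plus 3 SD, cut at about 4.2% in these data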;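 also: 0% = DAX1-transfected cells with DMSO and 100% = empty-vector control cells with DMSO; inhibition shows as a rise in luminescence from relieved DAX1 repression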
hgDAF12 agonist: activates the H. glycines DAF-12 receptor ligand-binding domain; HEK293 GAL4-hgDAF12 UAS-luciferase reporter, agonist luminescence; normalized to butyrate control; activation, % at 6.8 µM; actives 1.8% (n = 370,000); AID 687014;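 active = activation above a cutoff set at the mean of all screened compounds plus 3 SD, cut at about 10% in these data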;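 also: 0% = DMSO wells and 100% = sodium butyrate wells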
ssDAF12 agonist: S. stercoralis DAF-12 activation, primary screen; actives 1% (n = 370,000); AID 652126; HEK293 ssDAF-12/GRIP1 lit1-tk-luc reporter, luminescence; % of 3 µM dafachronic acid response; activation, % at 6.8 µM;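 active = activation above the mean over all tested compounds plus 3 SD, cut at about 0.9% in these data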;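 also: 0% = DMSO-only wells and 100% = 3 µM delta7-dafachronic acid wells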
PLC-gamma1 inh: PLC-gamma1 (human) inhibition, primary screen; P19174; purified PLC-gamma1, fluorogenic substrate, fluorescence; inhibition, % at 12.2 µM; actives 0.84% (n = 370,000); AID 720700; in the data active = inhibition above about 9.5%
GAA850 FXN act: increases GAA850 frataxin promoter reporter activity | HEK293 lucGAA850 FXN promoter luciferase reporter, 24 h; percent of 10 µM SAHA response | activation, % at 6 µM | actives 0.56% (n = 360,000) | AID 540364;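 active = activation above the average of all compounds screened plus 3 SD, cutoff fixed separately per campaign, cut at about 7.5% in these data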;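 also: 0% = DMSO wells and 100% = 10 µM SAHA wells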
ADAM10 inh: inhibitors of human ADAM10; actives 0.62% (n = 370,000); inhibition, % at 7 µM; recombinant ADAM10, EDANS/DABCYL FRET peptide cleavage, 3 h;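 active = inhibition above a per-campaign cutoff equal to the mean of compounds falling between control-based bounds plus 3 SD, cut at about 20% in these data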;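 also: 0% = DMSO wells while the 100% control is not disclosed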
The depositor's hits bear a star; i = inactive; x = no result given.

SMILES	hcDAF-12 act	sPLA2-III inh	DAX1 inh-1	PLCb3 inh	ADAM17 inh	DAX1 inh-2	hgDAF12 agonist	ssDAF12 agonist	PLC-gamma1 inh	GAA850 FXN act	ADAM10 inh
CC(C)c1csc(CN2CCC(C(=O)Nc3cccc(-c4ccco4)c3)CC2)n1	1.2	-18	1.1	2	7	0.1	2.5	-1.3	-2	-1.4	7
CN(CC(=O)NNC(=O)c1cccnc1)S(=O)(=O)c1cc(Cl)ccc1Cl	-2.0	2	-0.5	-3	2	-0.1	-2.9	-1.6	0	3.2	5
COc1ccc2c(c1)c(C(C)=O)c(C)n2-c1ccccc1	-4.0	-5	-0.7	-19	4	0.7	0.6	-1.4	-18	-3.1	1
CCC1CCCN1Cn1cnc2c([nH]c3ccccc32)c1=O (centres undefined)	0.0	0	0.8	-9	-26	1.2	-0.8	-1.2	-8	0.4	-75
Cc1ccc(C2(C(F)(F)F)NC(=O)N3CCCN=C3S2)cc1 (centres undefined)	0.7	0	-0.6	0	-2	0.6	-2.5	-0.8	5	0.1	8
CCCCn1c(-c2nn(C)c(C)c2Cl)n[nH]c1=S	-1.8	20*	-0.1	0	-1	-0.7	-0.5	-1.2	1	2.1	-8
COc1ccc(/C(N)=N/OC(=O)Cc2ccc(OC)c(OC)c2)cc1	-4.0	5	-2.0	-4	-2	-1.3	-5.0	-2.6	2	1.8	0
O=C(Cn1cnc2ccccc21)N/N=C/c1ccco1	-0.1	2	0.4	3	-2	-1.7	-2.6	0.9	-3	0.9	-3
Nc1nonc1-c1nc2ccccc2n1CC(=O)N1CCN(c2ccc(F)cc2)CC1	-1.1	1	-0.9	-4	1	-0.2	-1.5	-1.6	-1	2.3	1
CCCCN(C(=O)Cc1cccs1)c1nnc(-c2cccnc2)s1	0.1	-31	0.7	1	-3	0.3	4.5	-0.6	3	4.4	3
Cc1ccccc1NC(=O)C1C2CC/C=C\CCC21 (centres undefined)	-1.2	-2	0.1	3	-2	0.2	0.3	-0.8	-1	-0.5	-5
CC1CCCCC1NC(=O)C1CCC(CNS(=O)(=O)c2cccc3cccnc23)CC1 (centres undefined)	0.8	8	-0.1	-6	-2	-0.8	-0.9	-0.7	1	1.3	-3
O=C1NC(=O)/C(=C/c2ccccc2Cl)N1	0.6	0	0.1	0	1	1.0	0.9	-1.5	5	0.8	3
Cc1csc2c(=O)n(CCO)c(=O)[nH]c12	1.1	3	0.0	-6	-1	x	-0.6	-0.3	-2	-0.3	-8
Cc1nn(-c2ccccc2)c(C)c1NC(=O)COC(=O)c1cc(Cl)ccc1O	0.4	-10	0.9	-23	-14	0.5	-1.9	-1.3	-23	-0.6	-46
O=C(NCCS(=O)(=O)N1CCN(c2ccccc2F)CC1)c1ccc(Br)cc1	-0.8	-1	0.2	-8	-3	0.2	1.4	-1.1	1	-3.0	2
O=C(COC(=O)c1ccc2c(c1)C(=O)N(Cc1ccco1)C2=O)NCC(F)(F)F	-0.3	13	-0.2	-8	-3	0.5	-0.3	-1.1	0	1.0	-1
CC1(C)Cc2c(sc3ncn4nc(-c5ccco5)nc4c23)CO1	1.6	11	-0.5	3	5	-0.3	3.2	-0.6	8	1.4	-4
CC(C)(C)NC(=O)NC12CC3CC(CC(C3)C1)C2	0.0	-2	0.0	-5	2	-1.2	2.1	-1.0	3	0.6	2
CCCCCc1c(C)[nH]c2nc3ccccc3n2c1=O	1.7	9	0.1	-5	-10	2.1	2.1	-1.2	-5	2.3	-10
COCCN(C(=O)c1snc(C(N)=O)c1N)C(C(=O)NC1CCCCC1)c1ccc(F)cc1 (centres undefined)	-1.0	1	-0.6	-60	-38	0.3	-0.1	-1.4	-39	0.9	-107
O=C1CCCN1CCCNS(=O)(=O)c1ccccc1	-1.4	6	2.7	-6	-1	-0.1	0.4	-0.7	-1	-0.3	1
COc1ccc2c(c1)c(N=O)c(O)n2C	1.7	-17	1.2	1	2	0.3	-1.2	-0.6	2	1.3	4
CCC(OC(=O)CN1C(=O)c2ccccc2C1=O)C(=O)NC1CCCC1 (centres undefined)	1.2	1	0.2	-3	-1	0.1	-2.5	-1.1	3	-0.9	-6
CC(NC(=O)/C(=C\c1ccco1)NC(=O)c1ccco1)C(=O)O (centres undefined)	2.2	5	0.5	-18	-4	0.6	2.6	-0.3	-14	1.3	5
COc1cc(CNCCN2CCOCC2)ccc1OCc1ccccc1Cl	-0.3	3	-0.1	-2	-3	0.2	1.6	-1.3	-2	0.2	5
O=C(COC(=O)CCCOc1ccc(Cl)cc1Cl)NCc1ccccc1	-2.3	-20	-1.0	1	6	-1.7	-7.6	-2.3	1	-3.9	11
COc1ccc(CN2CC(C(=O)NCCc3ccc(Cl)cc3)CC2=O)cc1 (centres undefined)	-2.3	-1	-0.4	-1	-3	-0.3	0.4	-0.5	2	1.0	-1
Cc1cc(C(=O)COC(=O)c2ccc(O)cc2O)c(C)n1-c1ccccc1	1.3	-47	-0.3	-13	5	0.2	3.5	-1.7	-8	-2.1	3
Cc1cc(C)c[n+](CC(=O)c2cc3ccccc3oc2=O)c1	2.0	-1	0.4	-19	-16	1.2	-0.5	0.5	-18	1.6	-60

Ordered by count of non-hydrogen atoms (lowest first): part of the list above.
SMILES	hcDAF-12 act	sPLA2-III inh	DAX1 inh-1	PLCb3 inh	ADAM17 inh	DAX1 inh-2	hgDAF12 agonist	ssDAF12 agonist	PLC-gamma1 inh	GAA850 FXN act	ADAM10 inh
COc1ccc2c(c1)c(N=O)c(O)n2C	1.7	-17	1.2	1	2	0.3	-1.2	-0.6	2	1.3	4
CC(C)(C)NC(=O)NC12CC3CC(CC(C3)C1)C2	0.0	-2	0.0	-5	2	-1.2	2.1	-1.0	3	0.6	2
CCCCCc1c(C)[nH]c2nc3ccccc3n2c1=O	1.7	9	0.1	-5	-10	2.1	2.1	-1.2	-5	2.3	-10
COc1ccc(CN2CC(C(=O)NCCc3ccc(Cl)cc3)CC2=O)cc1 (centres undefined)	-2.3	-1	-0.4	-1	-3	-0.3	0.4	-0.5	2	1.0	-1

The list goes on.
SMILES	hcDAF-12 act	sPLA2-III inh	DAX1 inh-1	PLCb3 inh	ADAM17 inh	DAX1 inh-2	hgDAF12 agonist	ssDAF12 agonist	PLC-gamma1 inh	GAA850 FXN act	ADAM10 inh
CC1(CCc2ccccc2)NC(=O)N(CC(=O)Nc2ccc(OC(F)F)cc2)C1=O (centres undefined)	-0.5	-3	-1.8	-7	-1	-1.2	3.0	-1.3	3	0.2	-6
Cn1nc(C(=O)Nc2cccc(C(F)(F)F)c2)ccc1=O	-2.0	-3	-0.7	0	-6	1.5	-0.1	-1.4	-1	0.3	-8
CC(=O)c1cc(F)c(N2CCN(CCC#N)CC2)cc1C	-1.6	7	-0.4	3	2	-0.5	-1.1	-1.0	3	0.8	2
CCOc1ccc(N2CC(C(=O)NCCN3C(=O)S/C(=C\c4ccc(OC)c(OC)c4)C3=O)CC2=O)cc1 (centres undefined)	1.0	-11	-0.1	-1	-1	-0.4	1.3	-1.1	-1	0.5	4
O=C(/C=C/c1ccc2c(c1)OCO2)NCC1CCCO1 (centres undefined)	0.7	1	1.4	-24	-36	0.0	10	-1.0	-23	5.7	-122
CN1C(=O)Cc2cc(S(=O)(=O)NCc3c(F)cccc3Cl)ccc21	-1.0	-42	-0.1	-9	-3	-0.9	-0.1	-1.1	1	2.4	3
Nc1c(Cl)nc(-c2ccccc2)nc1Cl	0.6	6	-0.9	0	-3	-1.3	3.3	-0.6	1	1.7	4
Cc1ccccc1OC(C)C(=O)NCCC1=CCCCC1 (centres undefined)	-1.8	1	0.2	-7	-4	0.3	-1.5	-1.1	2	0.7	-15
Cn1ncc2c(=O)n(/N=C/c3ccccc3)cnc21	0.3	7	0.2	-1	-2	0.8	2.7	-0.9	-1	1.2	-3
CCc1cc(=O)n2[nH]c(C)c(-c3ccccc3OC)c2n1	-1.3	-1	1.5	-1	-2	1.4	2.1	-1.2	-5	3.6	-12
CCOC(=O)C1(CCCc2ccccc2)CCN(C(=O)CCn2cnnn2)CC1	-0.8	-1	-0.3	-4	-3	-0.4	1.0	-0.9	3	-0.5	-5
CC1Nc2ccccc2C(=O)N1NC(=O)c1ccc(Br)cc1 (centres undefined)	-0.3	1	0.7	-3	-2	-0.8	-2.0	-1.4	2	-1.1	0
O=C1NC(=O)C2C1C(c1ccccc1)N1C3C(=O)NC(=O)C3C(c3ccccc3)N21 (centres undefined)	0.6	2	0.7	0	-2	-0.6	-0.2	-1.1	-1	-0.2	-3
CC(=O)CSc1ncnc2sc3c(c12)CCC(C)C3 (centres undefined)	-0.1	-18	0.5	-5	-3	0.6	1.3	-0.5	-3	4.3	-6
CCCOC(=O)NC(CC)COC(=O)Nc1cccc(C)c1C (centres undefined)	-1.0	-2	0.1	0	0	-0.8	0.1	-1.4	1	-6.1	-15

2 compounds drawn at random from the list so far:
SMILES	hcDAF-12 act	sPLA2-III inh	DAX1 inh-1	PLCb3 inh	ADAM17 inh	DAX1 inh-2	hgDAF12 agonist	ssDAF12 agonist	PLC-gamma1 inh	GAA850 FXN act	ADAM10 inh
CC1(CCc2ccccc2)NC(=O)N(CC(=O)Nc2ccc(OC(F)F)cc2)C1=O (centres undefined)	-0.5	-3	-1.8	-7	-1	-1.2	3.0	-1.3	3	0.2	-6
CCOc1ccc(N2CC(C(=O)NCCN3C(=O)S/C(=C\c4ccc(OC)c(OC)c4)C3=O)CC2=O)cc1 (centres undefined)	1.0	-11	-0.1	-1	-1	-0.4	1.3	-1.1	-1	0.5	4

Going on with the list.
SMILES	hcDAF-12 act	sPLA2-III inh	DAX1 inh-1	PLCb3 inh	ADAM17 inh	DAX1 inh-2	hgDAF12 agonist	ssDAF12 agonist	PLC-gamma1 inh	GAA850 FXN act	ADAM10 inh
CC(C)c1nnc(NC(=O)c2ccc(S(=O)(=O)N3CCOCC3)cc2)s1	-0.9	4	0.1	2	-5	-0.5	-0.2	-1.1	-1	-0.2	-10
CC1(C)CC(=O)C(C=Nc2cccnc2)=C(O)C1	0.5	1	0.3	-1	-7	0.0	0.0	-1.6	-1	1.5	-10
CCOC(=O)Cc1csc(N/N=C/c2ccc(C(F)(F)F)cc2)n1	-2.3	-5	-1.5	-6	0	-3.7	-4.8	-1.3	-6	-5.1	-5
COc1ccccc1/C=N/OCC(=O)NCc1ccc2c(c1)OCO2	0.2	-2	0.5	2	-2	-0.1	1.9	-0.6	1	1.3	3
CCOC(=O)C1CCCN(C(=O)C(C)(C)Oc2ccc(Cl)cc2)C1 (centres undefined)	-2.2	0	-0.1	-6	-4	0.2	-3.2	-1.3	1	0.3	10
COc1cc(OCc2ccccc2)c2c(CCC(=O)O)cc(=O)oc2c1	-1.7	-7	0.4	i	i	0.8	7.1	-1.5	i	2.3	i
CC(NC(=O)NNC(=O)c1ccncc1)(C(F)(F)F)C(F)(F)F	2.1	10	-0.1	-2	5	0.2	-2.3	-1.7	7	-0.8	10
Cc1ccc(CNC(=O)C(=O)NCC2OCCN2C(=O)c2ccc(Cl)cc2)cc1 (centres undefined)	0.2	1	-1.5	5	-2	1.0	-1.8	-0.9	2	1.7	3
Cc1cc2oc(C(=O)Nc3ccc(S(=O)(=O)Nc4ncccn4)cc3)cc(=O)c2cc1Cl	-1.3	0	1.2	0	-3	-0.2	4.3	-0.6	-1	-1.2	-1
